# Source: PubChem BioAssay
# AmpC inh det – AmpC beta-lactamase inhibition, detergent assay. P00811. purified AmpC, nitrocefin hydrolysis with detergent. Potency, µM (highest dose often 28.7 µM), for inactives: top-dose activity change, negative = inhibition. hit rate 0.09% among 71,000. AID 584; active = well fitted curve in the direction sought with a large enough effect
# Target sequence (P00811 whole entry, looked up): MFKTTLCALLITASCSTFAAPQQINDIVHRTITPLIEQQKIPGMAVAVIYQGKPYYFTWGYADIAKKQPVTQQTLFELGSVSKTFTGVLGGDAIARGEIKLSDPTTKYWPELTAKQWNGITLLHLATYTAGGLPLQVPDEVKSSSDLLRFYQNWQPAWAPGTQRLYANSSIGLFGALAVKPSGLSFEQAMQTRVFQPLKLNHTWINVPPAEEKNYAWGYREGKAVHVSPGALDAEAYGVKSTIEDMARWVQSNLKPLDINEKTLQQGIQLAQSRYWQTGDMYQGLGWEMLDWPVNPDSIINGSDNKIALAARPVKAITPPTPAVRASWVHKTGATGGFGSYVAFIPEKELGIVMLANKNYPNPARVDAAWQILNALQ
#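 E. coli AmpC (5.3 nM) in 20 mM phosphate pH 7.0 with 0.01% Triton X-100, preincubated 15 min RT with compound; nitrocefin (2 uL of 800 uM stock) hydrolysis followed by 480 nm absorbance every 20 s over 4 min.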
# Numbers without * were called inactive; & = joins results of further samples; [ ] = dose if it differs, or a comment. % is scaled to controls: 0 for no effect and ±100 for the full control effect; potency is read from the fitted curve at half-maximal effect. A portion of the library; the hit share may differ from the screen's.
canonical_smiles,AmpC inh det
CC(=O)Nc1ccc(OC(=O)C(CCS(C)(=O)=O)N2C(=O)c3ccccc3C2=O)cc1 (configuration not stated),-5%
CC1(C)C(c2cccs2)=[N+]([O-])C2(CCCCC/C2=N\O)N1O (configuration not stated),11%
CCOC(=O)CSc1nc2cc(OC)ccc2cc1C#N,1%
Fc1ccc(-n2c(Cc3ccccc3)nnc2SCc2nc(-c3cccs3)no2)cc1,2%
Cc1ccccc1-c1nc(CN2CCC(C(=O)NCCCN3CCCC3)CC2)c(C)o1,-1%
Cn1c(=O)c2cc(S(=O)(=O)NCCC(=O)NCc3ccccc3Cl)ccc2n(C)c1=O,-5%
CCOc1ccc(CCNS(=O)(=O)c2c(C)n[nH]c2C)cc1OCC,-2%
N#CC(c1nc2ccccc2nc1N1CCCCC1)S(=O)(=O)c1ccc(Cl)cc1 (configuration not stated),-6%
CN=C1SC(CC(=O)Nc2sc3c(c2C#N)CCCC3)C(=O)N1C (configuration not stated),0%
Cc1ccc2cc(-c3noc(C4CCCO4)n3)c(=O)[nH]c2c1 (configuration not stated),14%
CCN1C(=O)C(Cc2nc3ccccc3c(=O)n2C)c2ccccc21 (configuration not stated),9%
Cc1ccc(Cl)cc1N1CCN(S(=O)(=O)c2cccc(S(=O)(=O)N3CCCC3)c2)CC1,16%
CCSC1=C(C#N)C(=O)n2c1cc1c2CCCC1,12%
CCCCCCN(C(=O)CCCCCN1C(=O)NC(c2ccc([N+](=O)[O-])cc2)C(C(=O)OCc2ccccc2)=C1C)C(C(=O)NCCCC)c1ccc(OCC(=O)OC)c(C(=O)OC)c1 (configuration not stated),13%
COC(=O)c1[nH]c2ccc(F)cc2c1NC(=O)CCN1CCN(C(=O)c2ccco2)CC1,14%
CC(=NC1CCN(Cc2ccccc2)CC1)c1c(O)n(C)c(=O)n(C)c1=O,-4%
CC(C)CC(c1nnnn1CC1CCCO1)N1CCN(Cc2ccc3c(c2)OCO3)CC1 (configuration not stated),8%
C=CCn1c(N)cc(=O)nc1SCC(=O)N1CCN(c2ccc(F)cc2)CC1,-3%
CCC(C)(C)NC(=O)c1ccc2c(c1)N(CC(=O)OC)C(=O)C(C)(C)O2,-6%
CCOC(=O)C(O)(NC(=O)c1cccnc1)C(F)(F)F (configuration not stated),14%
CC1(C)Oc2ccc3ccc(=O)oc3c2C(N2CCCCC2)C1O (configuration not stated),8%
O=C(NC1(C(F)(F)F)Oc2ccccc2O1)N1CCCC1,2%
COc1ccccc1OCC(=O)Nc1nnc(-c2ccco2)s1,0%
CN1CCCCCC1=Nc1ccccc1C#N,-3%
COc1cccc(NC(=O)CSc2nc3c(c(=O)n2C)SC(C)C3)c1 (configuration not stated),9%
COCCCn1c(SCC(=O)Nc2cccc(C(=O)OC)c2)nnc1-c1ccncc1,7%
COc1ccc(-n2c(=O)cc(N3CCc4ccccc43)[nH]c2=O)cc1,-5%
Cc1cc(C(=O)OCC(=O)N2CCc3ccccc32)c(C)o1,-1%
COc1ccc(Cn2c(N)c(C(=O)NCc3ccco3)c3nc4ccccc4nc32)cc1OC,20%
O=C(Nc1scc(-c2cccs2)c1C(=O)O)c1cccs1,3%
CCOC(=O)Nc1ccc(NS(=O)(=O)c2ccc(C)cc2)cc1,-7%
Cc1cccc(NC(=O)Cn2nnc(-c3cccs3)n2)c1C,-7%
Nc1cc(N)nc(SCC(=O)NCC2CCCO2)n1 (configuration not stated),-6%
CC(=O)c1c(C)[nH]c(C(=O)Nc2ccc(C)cn2)c1C,-2%
O=S(=O)(Nc1ccncc1)c1ccccc1,-3%
COc1ccc(NC(=O)CCN2CCCCCC2)c(OC)c1,-1%
CCCCOc1ccc(CNn2c(C)nc3ccccc3c2=O)cc1,-1%
Cc1noc(C)c1S(=O)(=O)N1CCC(C(=O)N2CCC(N3CCCCC3)CC2)CC1,13%
CC1(C)N=C(/C=N/O)C=[N+]1[O-],-1%
CCOc1cccc(/C(O)=C2/C(=O)C(=O)N(CCN3CCOCC3)C2c2cccnc2)c1 (configuration not stated),-4%
Cc1noc(C)c1CSc1nnc2n(-c3ccccc3)c(=O)c3ccccc3n12,-2%
NC(=O)CN1C(=O)C(O)(CC(=O)c2ccccc2O)c2ccccc21 (configuration not stated),9%
CCC(=O)Nc1nn(C)c2nc3c(C)cccc3cc12,-1%
O=C1c2cccnc2C(=O)N1Cc1ccc2c(c1)OCO2,-4%
CCOC(=O)c1[nH]c(C)c(/C(O)=C2\C(=O)C(=O)N(CCN(C)C)C2c2ccncc2)c1C (configuration not stated),-5%
O=C(/C=C/N1CCOCC1)c1ccc(-c2ccccc2)cc1,-2%
Cc1ccccc1NC(=O)CCN1CCCCCC1,-2%
COC(=O)CCC(=O)Nc1sc(C)c(C)c1C(N)=O,10%
COC(=O)c1cc(CSc2nnc(NC3CCCCC3)s2)oc1C,1%
Cc1ccc(C2NC(=O)NC(O)(C(F)(F)F)C2C(=O)c2cccs2)o1 (configuration not stated),-1%
CCOC(=O)N1CCN(C(=O)CSc2nnc(COc3ccccc3)o2)CC1,8%
C[C@H](NC(=O)Nc1cccc(C(F)(F)F)c1)C(=O)O,0%
Cc1ccccc1OC(=O)CCC(=O)OCCCC(F)(F)C(F)(F)F,-1%
COc1ccc(Cl)cc1NC(=O)CN1C(=O)CSC1=O,-1%
O=C(Nc1ccccc1Cl)N1CCN(c2ccc3nnc(-c4ccccc4)n3n2)CC1,14%
Cc1ccc(C)c(NC(=O)CSc2nnc(CCCCCNC(=O)OC(C)(C)C)o2)c1,0%
CCCC(=O)NCCCc1nc2ccccc2n1C(C)C,10%
Cc1ccc(CN2C(=O)CCC2C(=O)N2CCN(c3ccc(F)cc3)CC2)cc1 (configuration not stated),-2%
O=P(c1ccccc1)(c1ccccc1)C1CCCO1 (configuration not stated),-4%
Cc1ccc(-c2cc(C(=O)N3CCOCC3)c3ccccc3n2)cc1,-4%

# Remaining list, next part
canonical_smiles,AmpC inh det
Cc1c(/N=C/c2ccco2)n(Cc2ccccc2)c2ccccc12,1%
COc1ccc(C(=O)N2CCC[C@@]3(CCN(C)C3)C2)cc1,-3%
O=C(CSc1nnc(Cc2ccccc2)n1Cc1ccco1)NC1CCCC1,7%
O=C(Nc1ccccc1)N(CCc1ccncc1)C1CCCCC1,5%
CC(C)Sc1nc2c(c(=O)[nH]c(=O)n2C)n1CCc1ccccc1,8%
O=C(CN(Cc1ccccc1)C(=O)CCC(=O)Nc1nccs1)NCc1ccco1,-1%
O=C(Nc1ccc(F)cc1)c1cccnc1N1CCOCC1,-1%
Cn1c(=NC(=O)CSCC(=O)N2CCCC2)sc2ccccc21,-3%
COc1cccc(C2N(c3ccccn3)C(=O)C3CCCN32)c1OC (configuration not stated),-4%
CC(=O)O[C@H]1C[C@@H](O[C@@H]2[C@H](C)O[C@H](O[C@@H]3[C@H](C)O[C@H](O[C@@H]4CC[C@@]5(C)[C@@H](CC[C@]6(C)[C@]5(C)C[C@H](O)[C@]5(C)[C@@H](C7=CC(=O)OC7)CC[C@@]56O)C4)C[C@@H]3O)C[C@@H]2O)O[C@@H](C)[C@H]1O[C@H]1O[C@@H](CO)[C@@H](O)[C@@H](O)[C@@H]1O,-2%[12.8 µM]
COCCCNC(=O)C1CCN(C(=O)Nc2ccc(Cl)cc2)CC1,2%
Cc1ccc(N(CC(=O)NCc2cccs2)S(=O)(=O)c2cccs2)cc1,-3%
COc1ccc(NC2c3ccccc3C(=O)N2Cc2ccco2)cc1OC (configuration not stated),4%
COC(=O)N1[C@H](C)C=C[C@]1(Cc1ccccc1)C(=O)NCc1ccc(C)o1,19%
Clc1ccc(-n2ncc3c(NCC4CCCO4)ncnc32)cc1 (configuration not stated),9%
COc1cccc2cc(-c3nnc(SCC(=O)NCc4ccccc4)n3C)oc12,-8%
Cc1onc(-c2c(Cl)cccc2Cl)c1C(=O)NCCN1CCOCC1,-3%
O=C(Nc1ccncc1)c1cc2ccccc2oc1=O,0%
COc1cccc(NC(=O)c2ccccc2-c2nc(-c3cccc(C)c3)no2)c1,0%
CCC(C)c1ccccc1O (configuration not stated),8%&11%

# An excerpt from above in order of SMILES length, ascending:
canonical_smiles,AmpC inh det
O=C(Nc1ccccc1)N(CCc1ccncc1)C1CCCCC1,5%
COCCCNC(=O)C1CCN(C(=O)Nc2ccc(Cl)cc2)CC1,2%
COc1ccc(C(=O)N2CCC[C@@]3(CCN(C)C3)C2)cc1,-3%
Cc1onc(-c2c(Cl)cccc2Cl)c1C(=O)NCCN1CCOCC1,-3%
CC(C)Sc1nc2c(c(=O)[nH]c(=O)n2C)n1CCc1ccccc1,8%
Cc1ccc(N(CC(=O)NCc2cccs2)S(=O)(=O)c2cccs2)cc1,-3%
O=C(CN(Cc1ccccc1)C(=O)CCC(=O)Nc1nccs1)NCc1ccco1,-1%

# Random excerpt: two compounds from above.
canonical_smiles,AmpC inh det
CC1(C)N=C(/C=N/O)C=[N+]1[O-],-1%
COC(=O)N1[C@H](C)C=C[C@]1(Cc1ccccc1)C(=O)NCc1ccc(C)o1,19%

# Next section.
canonical_smiles,AmpC inh det
Cc1noc(/C=C/N(C)C)c1S(=O)(=O)N1CCCC(C(=O)NCc2ccc(F)cc2)C1 (configuration not stated),8%
Cc1cc(NC(=O)CN2CCCCC2C)nc2c1c(=O)oc1ccccc12 (configuration not stated),8%
Cc1ccc(NC(=O)C(C)N2CCOCC2)c(C(=O)c2ccccc2)c1 (configuration not stated),4%
O=C(NC1CCCCC1)/C(=N\O)c1ccccn1,-1%
CCCCn1c(NC(C)=O)c(C#N)c2nc3ccccc3nc21,-2%
CC1CCCCN1CCNS(=O)(=O)c1ccc2c(c1)oc(=O)n2C (configuration not stated),-2%
CCc1c(-c2ccccc2)nc2nc(C)c(C)nn12,11%
CC(=O)c1ccc(OCCCC(=O)OCc2nnc(-c3ccc(Cl)cc3)o2)cc1,1%
Cc1sc2c(c1C)CN(C1CC(C)(C)NC(C)(C)C1)CN2C(=O)c1ccco1,-1%
CCCCP(=O)(CCCC)Cc1ccccc1O,-1%
CSc1ncnc2c1ncn2CC(=O)[C@H]1CC[C@H]2[C@H]3CCC4=CC(=O)CC[C@@]4(C)[C@@H]3CC[C@@]12C,-5%[5.75 µM]
OCCN(Cc1ccccc1)Cc1cccc(C(F)(F)F)c1,-5%
Cc1ccc(C(=O)C2CCN(CC(=O)NC3CCCCC3)CC2)cc1,9%
CCC(Sc1ccc2nnc(-c3ccc(F)cc3)n2n1)C(=O)OC (configuration not stated),-3%
C(=N\n1cnnc1)/c1cn(-c2cccs2)nc1-c1ccccc1,-4%
COc1ccc(Cl)cc1NC(=O)c1oc(C)nc1C,-3%
Clc1ccc(-c2noc(COc3ccccc3)n2)cc1,6%
O=C(Nc1ccc2oc(-c3ccccc3)nc2c1)c1ccncc1,5%
Cc1ccc(S(=O)(=O)NCCCNS(C)(=O)=O)cc1,-3%
COc1cccc2c1C(=N)c1c(O)c3c(c(O)c1C2=O)C[C@](O)(C(C)=O)C[C@@H]3O[C@H]1C[C@H](N)[C@@H](O)[C@H](C)O1,-5%[5.75 µM]
O=C(c1cccc(F)c1)N1CCC[C@@]2(CCN(c3ccncc3)C2)C1,-4%
CCOC(=O)c1cnn2c(C(F)(F)F)cc(-c3cn(C)nc3C)nc12,-1%
O=S(=O)(c1ccc(Br)cc1)N1CCN(S(=O)(=O)c2ccc(Br)cc2)CC1,-2%[5.75 µM]
O=C(CSc1nnc(CNc2ccccc2)o1)N1CCCc2ccccc21,-3%
CCOC(=O)C1CCCN(C(=O)C2CCCN(S(=O)(=O)c3ccc4c(c3)oc(=O)n4C)C2)C1 (configuration not stated),9%
CN(C)CCN(c1ccccn1)c1ccccn1,-2%[5.75 µM]
COc1cccc(OC)c1C(=O)NCCN1CCN(C(=O)c2c(OC)cccc2OC)CC1,-2%
C=Cc1ccccn1,14%
Cc1cccnc1-n1c(CCN2C(=O)c3ccccc3C2=O)nc2ccccc2c1=O,-2%
Cn1c(=O)c(C#N)c(-c2ccccc2)n2cnnc12,0%
CCS(=O)(=O)N1CCC(C(=O)Nc2cc(Cl)ccc2O)CC1,-1%
COc1ccc(C)cc1S(=O)(=O)N(C)CC(=O)Nc1ccc2c(c1)OCCO2,-2%
O=C(c1ccc(-c2ccccc2)cc1)N1CCC(C(=O)N2CCCC2)CC1,0%
CN(C)c1ccc(/C=c2\sc3nc(-c4ccccc4)nn3c2=O)cc1,-2%
Cc1ccc(C(C)C)c(OCc2nc(-c3nonc3N)no2)c1,10%
CC1(C)CC(=O)C=C(NCCCNC2CCCCC2)C1,3%
CN(C)c1ccc(-c2cncnc2NCc2cccs2)cc1,8%
CN(C)c1cc(N)c2ccccc2n1 (tested in a mixture with another compound),-3%
CSC1CCCCC1(O)CSc1nc2c(cc1C#N)CCCC2 (configuration not stated),-4%
CCCn1c(NCc2cccc(OC)c2OC)nc2ccccc21,26%
CN1CC=C(c2c[nH]c3ccccc23)CC1,11%
CCn1c(CSc2nc3ccccc3s2)nnc1SCC(=O)c1ccc2c(c1)OCCO2,-5%
Cc1nn(CC(=O)Nc2nnc(CC(=O)N3CCCC3)s2)c(=O)c2ccccc12,0%

# An excerpt of these results, as labelled records.
Cc1ccc(C(C)C)c(OCc2nc(-c3nonc3N)no2)c1
  AmpC inh det = 10%

CCn1c(CSc2nc3ccccc3s2)nnc1SCC(=O)c1ccc2c(c1)OCCO2
  AmpC inh det = -5%
